# PfGluPho inh – PfG6PD (Plasmodium falciparum) enzyme inhibition | PfGluPho enzyme, NADPH resazurin-diaphorase fluorescence | inhibition, % at 20 µM | 350,000 compounds, 0.78% hits | AID 504690;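 active = inhibition reaching at least a set limit at 20 µM in the primary screen, cut at about 59% in these data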;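 note: 0% = DMSO wells with substrate and 100% = DMSO wells lacking glucose-6-phosphate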
# hIAP activ – human IAP activation | P09923 | AID 2524 | activation factor at 10 µM | 330,000 compounds, 0.16% hits | purified human IAP, CDP-Star luminescence, 30 min; active compounds read high; 1 = vehicle-only enzyme, 0 = enzyme-free background;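 active = activation factor of the enzyme at least 2-fold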; note: the source names both 10 and 20 µM as test concentration; values of inactives mirror those of a sister screen read the other way
# MPTP inh – blocks calcium-induced mitochondrial swelling. 360,000 compounds, 1.4% hits. isolated mouse mitochondria, Ca2+ swelling absorbance, 30 min. inhibition, % at 10 µM;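 active = inhibition of 50% or more, scaled per plate between neutral and stimulator controls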;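 note: 0% = DMSO wells given calcium and 100% = 1 mM EGTA wells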
# SENP8 block – blocks human SENP8 cleavage of Nedd8 substrate; 360,000 compounds, 0.64% hits; inhibition, % at 20 µM; AID 602440; recombinant SENP8, Nedd8 substrate fluorescence; in the data active = inhibition mostly above about 40%, no sharp cut-off; inactive = mostly below about 27%
# Target sequence (Q96LD8 whole entry, looked up): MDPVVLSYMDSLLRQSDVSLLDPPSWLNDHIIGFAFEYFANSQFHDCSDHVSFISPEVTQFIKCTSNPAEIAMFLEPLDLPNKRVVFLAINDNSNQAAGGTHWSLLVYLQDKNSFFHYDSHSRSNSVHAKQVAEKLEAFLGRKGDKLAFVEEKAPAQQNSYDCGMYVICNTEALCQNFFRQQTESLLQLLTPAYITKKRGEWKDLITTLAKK
# ATG4B inhibitor – ATG4B (human) cysteine protease inhibition; Q9Y4P1; ATG4B cleavage of LC3-PLA2, NBD-HPC fluorescence, 1 h; inhibition, % at 8.33 µM; 340,000 compounds, 0.51% hits; in the data active = inhibition above about 40%
# Target sequence (Q9Y4P1 whole entry, looked up): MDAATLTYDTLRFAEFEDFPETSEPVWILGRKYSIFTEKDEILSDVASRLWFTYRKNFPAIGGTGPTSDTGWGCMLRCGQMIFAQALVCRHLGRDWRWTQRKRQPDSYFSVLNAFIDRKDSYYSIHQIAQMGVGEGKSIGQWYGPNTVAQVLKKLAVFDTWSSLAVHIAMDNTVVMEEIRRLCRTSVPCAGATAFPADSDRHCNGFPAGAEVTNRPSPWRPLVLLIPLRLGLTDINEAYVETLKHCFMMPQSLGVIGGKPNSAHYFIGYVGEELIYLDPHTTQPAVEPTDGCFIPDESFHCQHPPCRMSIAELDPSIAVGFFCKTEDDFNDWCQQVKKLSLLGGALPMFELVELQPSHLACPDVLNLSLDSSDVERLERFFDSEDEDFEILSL
# SENP1 FRET inh – SENP1 (human) catalytic domain inhibition; Q9P0U3; recombinant SENP1 catalytic domain, CyPet-SUMO1-YPet FRET cleavage; inhibition, % at 10 µM; 360,000 compounds, 0.21% hits; AID 624204;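 active = inhibition at least 30% at 10 µM, raw YFP signal under a set limit, fluorescence ratio 0.5 to 1.5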;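 note: 0% = enzyme with DMSO and 100% = no enzyme wells; some results filed as inactive read as strong as hits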
# Target sequence (Q9P0U3 419-644 limits assumed): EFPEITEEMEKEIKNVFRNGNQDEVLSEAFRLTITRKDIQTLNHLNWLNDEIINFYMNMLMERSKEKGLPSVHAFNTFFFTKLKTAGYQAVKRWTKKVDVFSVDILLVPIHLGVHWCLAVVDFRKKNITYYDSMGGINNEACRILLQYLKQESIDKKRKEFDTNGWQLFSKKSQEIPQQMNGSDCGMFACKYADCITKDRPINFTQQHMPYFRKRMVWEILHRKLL
#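 Controls: no-enzyme wells low, DMSO-plus-enzyme wells high control. Test system: human recombinant His6-tagged SENP1 catalytic domain enzyme. Reagent: SFCypet-SUMO1-SFYpet FRET protein substrate, 25 nM final. Doses: one dose per compound, 10 µM, 0.5% DMSO. Detection: FRET, CFP and YFP emission. Timing: 50 min reaction at room temperature.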
# GRIN3A LBD mod – modulators (binders) of human NR3A ligand-binding domain | Tm shift relative to glycine control, % at 25 µM | AID 1259313 | NR3A LBD differential scanning fluorimetry, Tm shift; 0% = protein alone, 100% = glycine-bound protein | 340,000 compounds, 2.5% hits;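 active = melting temperature shift of at least 10% of the positive control shift, at one fixed dose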
# SENP6 block – SENP6 protease inhibition; Q9GZR1; Recombinant SENP6 catalytic domain, aminoluciferin luminescence; inhibition, % at 10 µM; 330,000 compounds, 1.8% hits; AID 2599;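 active = inhibition above about 50% at the single tested dose, limit read from the data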;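 note: plate controls were DMSO wells with enzyme for no effect and DMSO wells lacking enzyme for full effect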
# Starred values were filed as active, the others as inactive; i = inactive; x = not tested or not shown.
SMILES,PfGluPho inh,hIAP activ,MPTP inh,SENP8 block,ATG4B inhibitor,SENP1 FRET inh,GRIN3A LBD mod,SENP6 block
Cc1cc(C)c(S(=O)(=O)N2CCCCC2CCNC(=O)C(=O)NCc2ccco2)c(C)c1 (configuration not stated),5,1.1,-2.0,14,-3,2,1,-5
O=C(Nc1ccc2ccccc2c1)c1ccccc1F,12,0.85,-0.1,8,-3,0,-21,86*
CCC(=O)Oc1ccc(C2N(C(=O)CC)CCN2S(=O)(=O)c2ccc(C)cc2)cc1OC (configuration not stated),7,1.1,-0.2,24,4,1,-1,-10
CCc1c(O)cc2n(c1=O)-c1ccccc1C2(C)C,-11,0.97,-0.5,-7,-8,1,3,-6
O=C(CNS(=O)(=O)c1ccc(F)cc1)Nc1ccc(C(F)(F)F)cc1,10,0.81,-1.1,11,7,2,-8,-6
CCCn1nc(NC(=O)c2ccccn2)c2cc3cc(C)ccc3nc21,3,1.1,1.8,-285,2,-30,1,-3
Cc1ccc(N2CCN(C(=O)C3CCCN(c4ncnc5c4nc4n5CCCCC4)C3)CC2)c(C)c1 (configuration not stated),9,0.67,-0.5,15,-3,0,-1,-7
CC(=O)c1ccc(N2CCN(S(=O)(=O)c3ccc4c5c3CC(=O)N5CC(C)S4)CC2)cc1 (configuration not stated),-14,0.97,0.5,-109,0,0,0,14
CN(C)c1ccc(C=NCCc2ccc(S(N)(=O)=O)cc2)cc1,8,0.96,3.0,-3,-4,1,0,-13
CC[C@H](C)[C@@H](NC(=O)O[C@@H]1C(=O)c2cc(OC)ccc2O[C@H]1c1ccc(OC)c(Br)c1)C(=O)OC,23,1,0.5,i,-6,-2,5,-6

# Fetched one by one from above, two records:
SMILES,PfGluPho inh,hIAP activ,MPTP inh,SENP8 block,ATG4B inhibitor,SENP1 FRET inh,GRIN3A LBD mod,SENP6 block
Cc1cc(C)c(S(=O)(=O)N2CCCCC2CCNC(=O)C(=O)NCc2ccco2)c(C)c1 (configuration not stated),5,1.1,-2.0,14,-3,2,1,-5
Cc1ccc(N2CCN(C(=O)C3CCCN(c4ncnc5c4nc4n5CCCCC4)C3)CC2)c(C)c1 (configuration not stated),9,0.67,-0.5,15,-3,0,-1,-7

# Carrying on:
SMILES,PfGluPho inh,hIAP activ,MPTP inh,SENP8 block,ATG4B inhibitor,SENP1 FRET inh,GRIN3A LBD mod,SENP6 block
CCOC(=O)c1cccc(NC(=O)CCc2nnc3ccc(N4CCOCC4)nn23)c1,8,1,-2.0,13,-3,2,2,4
O=C(/C=C/c1ccc2c(c1)OCO2)c1cccnc1,-9,0.86,0.1,6,0,-4,1,-19
Cc1cc(C(=O)NNC(=O)c2ccccc2O)c(C)o1,-21,1.4,-0.5,-106,-2,1,-2,1
O=C(NCCN1CCOCC1)c1ccc(=O)n(Cc2ccc(Cl)cc2)c1,-2,0.96,0.8,15,-7,0,1,-9
C/C(Cl)=C\Cn1c(Nc2ccc(C)cc2)nc2c1c(=O)n(C)c(=O)n2C,23,0.93,0.7,-15,-5,0,3,-2
CN(C)C(=O)/C(=C\c1ccc(-c2cccc([N+](=O)[O-])c2)o1)NC(=O)c1ccccc1,5,0.98,-1.4,6,-7,-1,1,-3
O=C(C[n+]1cnn(CC(=O)c2ccc(Cl)cc2Cl)c1)c1ccc([N+](=O)[O-])cc1,19,x,58*,25,-6,0,-5,x
O=c1c(-c2ccccc2)cnc2n1CCS2,-2,1.1,-1.0,11,-10,1,1,-1
COC(=O)NNC(=S)Nc1cc(OC)ccc1OC,4,0.95,-1.9,4,9,1,-1,4
COc1cc(C(=O)OCc2ccccc2C#N)ccc1OCC(=O)N1CCOCC1,-9,0.89,0.5,16,-8,1,0,-8

# Rewritten with two lines to a compound: part of the list above
# Each structure is followed by: PfGluPho inh	hIAP activ	MPTP inh	SENP8 block	ATG4B inhibitor	SENP1 FRET inh	GRIN3A LBD mod	SENP6 block
> CCOC(=O)c1cccc(NC(=O)CCc2nnc3ccc(N4CCOCC4)nn23)c1
 : 8	1	-2.0	13	-3	2	2	4
> O=C(/C=C/c1ccc2c(c1)OCO2)c1cccnc1
 : -9	0.86	0.1	6	0	-4	1	-19
> Cc1cc(C(=O)NNC(=O)c2ccccc2O)c(C)o1
 : -21	1.4	-0.5	-106	-2	1	-2	1
> O=C(NCCN1CCOCC1)c1ccc(=O)n(Cc2ccc(Cl)cc2)c1
 : -2	0.96	0.8	15	-7	0	1	-9
> C/C(Cl)=C\Cn1c(Nc2ccc(C)cc2)nc2c1c(=O)n(C)c(=O)n2C
 : 23	0.93	0.7	-15	-5	0	3	-2
> CN(C)C(=O)/C(=C\c1ccc(-c2cccc([N+](=O)[O-])c2)o1)NC(=O)c1ccccc1
 : 5	0.98	-1.4	6	-7	-1	1	-3
> O=C(C[n+]1cnn(CC(=O)c2ccc(Cl)cc2Cl)c1)c1ccc([N+](=O)[O-])cc1
 : 19	x	58*	25	-6	0	-5	x

# The list goes on:
SMILES,PfGluPho inh,hIAP activ,MPTP inh,SENP8 block,ATG4B inhibitor,SENP1 FRET inh,GRIN3A LBD mod,SENP6 block
O=C(O)c1ccc(S(=O)(=O)NC2CC2)cc1,-15,1,0.5,31,-10,2,-1,3
O=C1OC(NC(=O)c2ccccc2)C(n2cc(CO)nn2)=C1Cl (configuration not stated),35,1.1,0.2,2,-7,3,2,2
c1ccc(Cc2cc[n+](Cc3ccccn3)cc2)cc1,-8,1.1,-1.0,3,4,1,0,2
COC(=O)c1sccc1NC(=O)Nc1cc(C)ccc1OC,18,1.2,0.9,-15,-8,1,1,-11
CCC(C)c1ccccc1OCCOCCN1CCCC1 (configuration not stated),0,0.81,-1.2,12,4,0,2,0
CCc1ccc(NC(=O)COC(=O)c2cccs2)cc1,13,1,1.5,2,-9,1,3,8
C=CCN(c1ccccc1)S(=O)(=O)c1cccc(C(=O)N2CC(C)CC(C)C2)c1 (configuration not stated),4,1.1,0.2,-1,4,0,-1,-6
CCNc1nc(NCC)n2c(SCC(=O)NC34CC5CC(CC(C5)C3)C4)nnc2n1,-11,1.1,-0.1,17,3,2,-2,-3
COc1ccc(CNC(=O)CN(C(=O)CCC(=O)Nc2nccs2)c2ccc(C)cc2)cc1,-1,0.97,-0.6,7,-2,1,-1,-9
Cc1cc(C(=O)CCC(=O)NC(C)c2ccc(S(N)(=O)=O)cc2)c(C)s1 (configuration not stated),-10,1.1,0.1,2,0,1,2,-16
COc1cccc(NC(=O)CN(C)C(=O)/C=C/c2ccc3ccccc3n2)c1,0,1.2,0.0,-41,5,-6,-1,-15
O=C(CSc1nccn(-c2ccc(Br)cc2)c1=O)NC1CCCC1,4,1.1,-1.8,-454,-12,-2,-3,-8
O=C(Nc1cccc(S(=O)(=O)C(F)F)c1)c1ccc(S(=O)(=O)N2CCCC2)cc1,0,0.9,3.5,10,-7,-1,-4,-20
CCCCOCCCNCc1cccn1CCN1CCOCC1,-14,0.81,1.5,-8,-5,-1,0,-11
N#CC(C#N)=C/C=C(\Nc1ccc(Cl)cc1)c1ccc(Cl)cc1,-6,0.98,3.8,-90,-6,-37,0,-23
O=C(c1cc2cc(F)ccc2[nH]1)N1CCC(Cc2ccccc2)CC1,19,1,0.7,3,3,-3,-17,13
O=C(c1ccc(Br)cc1)c1cc([N+](=O)[O-])ccc1N1CCCCC1,34,0.94,12,16,5,-6,1,-4
CN(Cc1ccccc1)C1CCNCC1,-2,1.2,0.5,11,-8,2,2,-6
Nc1ccccc1SCc1cn2ccccc2n1,6,1,-1.5,17,8,1,2,11
COc1ccc(N2CC(C(=O)NCCC3=CCCCC3)CC2=O)c(OC)c1 (configuration not stated),-5,1,-3.2,3,-8,1,2,0
CC(C)n1ncc2c(C(=O)NCCc3ccc(S(N)(=O)=O)cc3)cc(C3CC3)nc21,0,1.1,-1.5,i,-13,-6,-2,-14
CN(C)c1oc(-c2ccccc2[N+](=O)[O-])nc1C#N,33,0.86,4.6,-59,-8,-12,0,-13
O=C(/C=C/c1ccc([N+](=O)[O-])cc1)c1ccco1,13,1.3,-0.1,26,2,0,2,-1
CCOc1ccccc1OCC(=O)NCc1ccco1,3,0.99,-0.1,4,1,-8,-4,6
CC(=O)c1ccc(NC(=O)C(C)OC(=O)c2cccc(-n3cnnn3)c2)cc1 (configuration not stated),-10,0.87,-0.9,-2,-1,2,0,-17
COc1ccc(-c2ccnc3cc(C(=O)O)nn23)cc1,1,1,0.8,-380,-3,-13,-3,5
CC1CCN(C(=O)c2cc3nc(C4CC4)cc(C(F)(F)F)n3n2)CC1,0,1.1,0.8,7,-2,-2,0,25
Cc1cc(NC(=O)c2cc3n(n2)C(C(F)(F)F)CC(c2ccco2)N3)n(-c2ccccc2)n1 (configuration not stated),8,1.1,-2.5,18,2,14,0,-14
CCN(C(=O)COC(=O)/C(=C/c1ccccc1)n1nnnc1C)C1CCCCC1,10,0.99,-2.3,4,2,0,2,-9
CN(C)CCN(Cc1ccccc1)S(=O)(=O)c1ccc2c(c1)n(C)c(=O)c(=O)n2C,-7,1.1,0.6,-40,-4,-1,1,-7
COc1cccc(N2C(=O)CC(N3CCC(c4nc5ccccc5[nH]4)CC3)C2=O)c1 (configuration not stated),2,0.84,-0.6,8,-11,-2,1,-7
CCCS(=O)(=O)N1CCN(C(=O)COc2ccc(-c3ccccc3)cc2)CC1,-11,0.99,1.6,13,-15,0,-1,2
Cc1ccc(C(=O)n2c(N)nc3ccccc32)cc1,11,0.94,0.2,-30,-2,0,0,86*
CC(C)(C)C(=O)CNS(=O)(=O)c1ccc(S(=O)(=O)NC2CCCC2)cc1,-2,1.1,0.8,7,-5,3,0,-17
Cc1ccc(NC(=O)CC2SC3=NCCN3C2=O)cc1 (configuration not stated),-6,0.9,1.9,14,-3,-1,1,3
O=C(NCc1ccco1)C12CC3CC(CC(C3)C1)C2,-11,1.1,-13,21,1,-3,-1,-24
CCCn1c(=O)c2sccc2n2c(CCCC(=O)NCC3CCCO3)nnc12 (configuration not stated),26,1,-1.1,8,-1,-2,1,-2
COc1ccc(C(C(=O)NC(C)(C)C)N(C(=O)CCC(=O)Nc2cc(C)on2)c2c(C)cccc2C)cc1 (configuration not stated),2,0.87,-1.2,11,-4,0,1,-4
COc1ccc(/C=C2\OC(=S)N(C)C2=O)cc1,-11,1,0.3,-16,8,-3,-1,-8
C[C@@H]1CCC(=O)N(C[C@@H](C)CSc2ccccc2)CC1,16,1.1,-1.0,15,-12,5,1,3
CCCCCOc1ccc(CSC(=N)N)cc1[N+](=O)[O-],-6,0.98,5.1,17,64*,4,-2,-8

# Complete entries, looked up by structure. Screens in order: PfGluPho inh | hIAP activ | MPTP inh | SENP8 block | ATG4B inhibitor | SENP1 FRET inh | GRIN3A LBD mod | SENP6 block
# Cc1ccc(C(=O)n2c(N)nc3ccccc32)cc1 as listed: 11 | 0.94 | 0.2 | -30 | -2 | 0 | 0 | 86*
# CC(C)(C)C(=O)CNS(=O)(=O)c1ccc(S(=O)(=O)NC2CCCC2)cc1 as listed: -2 | 1.1 | 0.8 | 7 | -5 | 3 | 0 | -17

# From PubChem BioAssay

# Compounds as they come; overall some 6.7% were active at least once.
